# AmpC detergent = qHTS Inhibitors of AmpC Beta-Lactamase (assay with detergent) | 370,000 compounds, 0.041% hits | Potency, µM (series often up to 114 µM), without a hit: at the top dose activity change, negative = inhibition, actives largely listed as inhibitors | AmpC hydrolysis of nitrocefin, absorbance 480 nm, 0.01% Triton;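 note: potency is the fitted concentration of half-maximal effect; 0% = no-compound wells and -100% = no-enzyme wells; nearly all actives have a fitted effect of over 25% in size; some results filed as inactive show a strong effect at the top dose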
# Target sequence (P00811 whole entry, looked up): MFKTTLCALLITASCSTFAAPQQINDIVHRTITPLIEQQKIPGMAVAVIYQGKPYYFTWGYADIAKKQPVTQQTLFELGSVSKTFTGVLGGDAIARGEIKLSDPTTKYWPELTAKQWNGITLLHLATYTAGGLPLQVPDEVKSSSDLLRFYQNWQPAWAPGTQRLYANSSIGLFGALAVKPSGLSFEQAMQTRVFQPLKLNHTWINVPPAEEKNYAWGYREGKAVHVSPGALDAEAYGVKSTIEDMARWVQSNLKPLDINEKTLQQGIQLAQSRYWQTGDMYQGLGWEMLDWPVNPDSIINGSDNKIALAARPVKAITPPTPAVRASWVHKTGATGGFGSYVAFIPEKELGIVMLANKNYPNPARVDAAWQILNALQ
#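 20 mM phosphate pH 7.0 + 0.01% (detergent screen) or 0.0001% Triton X-100; 5.3 nM AmpC reagent; cpd preinc 15 min RT; nitrocefin (800 uM stock) to start; A480 q20 s × 4 min; Activity was normalised to no-enzyme and no-compound control wells.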
# AmpC no deterg = qHTS Inhibitors of AmpC Beta-Lactamase (assay without detergent); AmpC nitrocefin hydrolysis, absorbance 480 nm, 0.0001% Triton; Potency, µM (series often up to 57.1 µM), without a hit: at the top dose activity change, negative = inhibition, actives largely listed as inhibitors; 330,000 compounds, 0.52% hits; AID 485341, 2010;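 note: potency is the fitted concentration of half-maximal effect; plate controls were no compound for no effect and no enzyme for full effect; nearly all actives have a fitted effect of over 20% in size; some results filed as inactive show a strong effect at the top dose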
#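 AmpC (5.3 nM in the dispensed reagent) in 20 mM phosphate pH 7.0 with 0.01% (detergent screen) or 0.0001% Triton X-100 was preincubated with compounds for 15 min at room temperature. Nitrocefin was then added from an 800 uM solution, and hydrolysis was followed at 480 nm.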
# Giardia FBPA inh = qHTS Assay for Inhibitors of Fructose-1,6-bisphosphate Aldolase from Giardia Lamblia. A8B2U2. purified Giardia FBPA. Potency, µM (top dose mostly 59.6 µM), for inactives: at the highest dose activity, negative = inhibition, hits mostly inhibitors. 290,000 compounds, 0.71% hits. AID 2451, 2010; note: potency is the fitted concentration of half-maximal effect; nearly all actives have a fitted effect of over 55% in size
# Target sequence (A8B2U2 whole entry, looked up): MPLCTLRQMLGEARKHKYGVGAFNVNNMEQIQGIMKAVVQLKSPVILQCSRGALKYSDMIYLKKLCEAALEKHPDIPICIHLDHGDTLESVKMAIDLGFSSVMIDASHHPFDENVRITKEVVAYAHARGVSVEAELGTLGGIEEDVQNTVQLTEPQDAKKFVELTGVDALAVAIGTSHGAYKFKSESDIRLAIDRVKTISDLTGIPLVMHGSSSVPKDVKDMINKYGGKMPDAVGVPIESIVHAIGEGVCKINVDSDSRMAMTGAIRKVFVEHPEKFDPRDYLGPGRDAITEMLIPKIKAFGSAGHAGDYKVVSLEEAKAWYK
#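 40 nM FBPA preincubated 10 min at RT with compound (up to 57.5 uM final), then substrate plus GAPDH/TPI/NAD/arsenate coupling and diaphorase/resazurin added. Fluorescence read after 20 min at RT, 525/598 nm.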
# Sm TGR block = qHTS Assay for the Inhibitors of Schistosoma Mansoni Peroxiredoxins. Schistosoma mansoni thioredoxin glutathione reductase (TGR), Q962Y6. purified TGR, DTNB reduction, TNB absorbance 405 nm. Potency, µM (titrated, usually from 114 µM), for inactives: at the highest dose activity change, negative = inhibition, usual class: inhibitors. 360,000 compounds, 3% hits. AID 485364, 2010; note: potency is the fitted concentration of half-maximal effect; nearly all actives have a fitted effect of over 60% in size
#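 Kinetic colorimetric format: TGR-catalysed, NADPH-driven DTNB reduction monitored via TNB absorbance. Enzyme dispensed at 20 nM; compound exposure 15 min at room temperature before reaction start.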
# HCV inhibitor = qHTS Assay for Inhibitors of Hepatitis C Virus (HCV). Huh7.5.1 HCVcc-Cre infection, luciferase reporter, 44 h. Potency, µM (series often up to 41.8 µM), inactives show at the highest dose activity change, negative = inhibition, usual class: inhibitors. 340,000 compounds, 3.4% hits; note: potency is the fitted concentration of half-maximal effect
#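 1,000 cells/well; 4 h culture; + compound; + HCVcc-Cre (~0.5 moi); 44 h; luciferase substrate, RT 15 min; read 15 sec.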
# HCMV inh = qHTS Assay for inhibitors of the human cytomegalovirus (HCMV); AID 1259415, 2018; 410,000 compounds, 4.5% hits; HFF cells, HCMV-luciferase reporter, 72 h; stronger effect = lower value; activity change, negative = inhibition, % at 57.5 µM; in the data active = activity change below about -60%; inconclusive = no clear call, values can overlap the other calls; inactive = above about -39%
#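 Human foreskin fibroblasts infected with luciferase-reporter HCMV at MOI 1 PFU/cell, compounds at two doses. Luciferase measured 72 h post infection; normalized to buffer-only basal and Salinomycin (10uM) controls.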
# Active calls of the source: *; ? = inconclusive; . = not tested or not shown; & = joins results of further samples; [ ] = remark or other dose. Unless noted, calls come from the whole dose curve; as a rule, active = well fitted curve in the direction sought with a large enough effect; inconclusive = small, poorly fitted or top-dose-only effect, or another doubt; inactive = no such curve, though single readings can be large; an effect the other way counts as inactive or inconclusive. Unless noted, % is set by controls: 0 for no effect and ±100 for the full control effect. Hits appear at their usual frequency, and some 9.9% of all compounds hit somewhere here.
SMILES,AmpC detergent,AmpC no deterg,Giardia FBPA inh,Sm TGR block,HCV inhibitor,HCMV inh
COc1ccc(-c2nc(SCC(=O)NCc3ccco3)c(-c3ccccc3)[nH]2)cc1OC,-14%,-3%,-7%,-17%,?,46
CCS(=O)(=O)NCCc1csc(-c2cccnc2)n1,?,1%,0%,-4%,7%,-17
Cc1ccc(NC(=O)CN(C)C(=O)CSc2nnc(C(F)(F)F)n2C)cc1,-6%,-14%,1%,3%,8%,71
Cc1nn(-c2nnc(C)c(=O)[nH]2)c(C)c1SCC(=O)Nc1ccc(C(C)C)cc1,?,-36%,2%,-11%,-16%,-6
CC(CN1CCCCC1)OC(=O)CCc1ccccc1 (configuration not stated),0%,-15%,-4%,6%[57.1 µM],-8%,-23
Cc1ccn2cc(-c3cnoc3C)nc2c1,2%,-12%,0%,6%,2%,81
O=C(c1ccc2c(c1)OCCO2)N1CCN(Cc2c(F)cccc2Cl)CC1,-1%,31%,.,-21%,-22%,0
COc1ccc(/C=C2/SC(=O)N(CC(=O)Nc3cc(C)on3)C2=O)cc1OC,-13%,-16%,1%,-2%,?,-4
Cc1c(C(=O)NCc2cccnc2)oc2ccc(S(=O)(=O)N3CCCC(C)C3)cc12 (configuration not stated),1%,.,21%,3%,-18%,-18
Cc1cc(=O)oc(C)c1C(=O)Nc1cccnc1Cl,-5%,-13%,1%,-12%,4%,12
COc1cc(NS(=O)(=O)c2cn(C)cn2)cc(OC)c1,-7%,-6%,.,-4%,9%,-7
COc1ccc(CCN=C(N)NS(=O)(=O)c2ccc(C)cc2)cc1,-13%,-21%,11%,-11%,1%,-2
Cc1sc(NC(=O)CN2CCN(c3ccccn3)CC2)c(C#N)c1C,2%,-6%,0%,0%,11%,51
COc1cc(C(=O)N2C[C@H]3CC[C@H]2C3)ccc1OC1CCN(C(C)=O)CC1,?,-7%,-5%,-2%,1%,-16
COc1ccc(OCC(=O)N2CCc3c([nH]c4ccccc34)C2c2ccccn2)cc1 (configuration not stated),7%,28%,-8%,2%,-28%,-70*
CC(C)[C@H](NC(=O)c1ccccc1F)C(=O)Nc1ccc2c(c1)OCO2,2%,-23%,.,-11%,-3%,17
O=C(COc1ccccc1)Nc1nnc(SCc2cc(=O)c3ccccc3[nH]2)s1,-3%,.,.,-8%,.,6
Cc1ccc(NC(=O)Cn2cc(C(=O)c3ccco3)c3ccccc32)c(C)c1,-4%,.,.,0%,.,-73*
Cc1ccccc1NC(=O)Cc1nc(COC(=O)c2ccc(Cl)c(S(N)(=O)=O)c2)cs1,-15%,35µM*,.,-1%,-29%,-25
COC(=O)COc1cccc(NC(=O)c2ccc(C)cc2)c1,1%,-22%,.,14%,15%,-8
O=C1CNc2ccc(C(=O)N3CCN(c4ccccn4)CC3)cc2N1,1%,-9%,-12%,1%,13%,-26
COCCOc1ccc(C(F)(F)F)cc1NC(=O)COC(=O)c1ccc(N2CCCC2=O)cc1,.,0%,.,.,1%,-16
O=C(Nc1c(-c2ccc(F)cc2)nc2ccccn12)c1ccc(F)cc1,1%,-35%,-3%,-9%,?,-40
CC(=O)c1cccc(NC(=S)NCCc2ccc(Cl)cc2)c1,-4%,-37%,2%,.,?,-10
O=C1CN(C(=O)N[C@@H](Cc2ccccc2)C(=O)N[C@H](Cc2ccccc2)C(=O)O)c2ccccc2N1,-15%,-40%,17%,3%,0.56µM*,4
CCOC(=O)NCc1ccccc1,-10%,3%,4%,-18%,2.8µM*,.
O=C(O)c1ccc(-c2nc(-c3ccccc3)c(-c3cccs3)[nH]2)cc1,-8%,-38%,14%,-14%,19%,0
Cc1c(C(=O)N2CCCC2)oc2c1-c1nn(CC(=O)NCc3cccc(F)c3)cc1CC2,-8%,.,.,3%,.,?
COC(=O)C1CCCCN1C(=O)c1cc(COc2cccc3cnccc23)on1 (configuration not stated),3%,54%,.,-30%,.,-92*
CN1CCN(C(=O)CN(c2cc(C(F)(F)F)ccc2Cl)S(C)(=O)=O)CC1,1%,4%,1%,20%,23%,27
COc1ccc(-c2cc(C(F)(F)F)nc(SCC(=O)NCCc3ccccc3)n2)cc1OC,18%,.,.,0%,.,2
CCN(CC)C(=O)c1ccc(NC(=O)c2ccc(-c3nn(C)c(=O)c4ccccc34)cc2)cc1,4%&25%,6%,4%,-3%&-5%,-14%,20&4
CCC/C(O)=C1\C(=O)CCCC1=NCCc1c(C)[nH]c2ccccc12,2%,14%,4%,1%,-28%,-28
CC(C)(C)OC(=O)NCc1ccc(CNC(=O)c2nc[nH]c2C(=O)N2CCN(C(=O)OC(C)(C)C)CC2)cc1,-3%,138%[activator],.,-20%,?,-28
Cc1cc2nc(-c3cccnc3SCC(=O)NC3CC3)[nH]c2cc1C,?,-9%[11.4 µM],?,-2%,.,67
COc1ccc(/C=N/NC(=O)c2cccc(C(=O)N/N=C/c3ccc(OC)c(OC)c3)n2)cc1OC,4%,3%,6%,8%,13%,?
Cc1ccc(OCCOC(=O)CN2C(=O)NC3(CCCC3)C2=O)cc1,2%,4%,.,-27%,15%,-38
CCOC(=O)N1CCN(C(=O)CNC(=O)Cc2ccc(Cl)cc2)CC1,?,-6%,3%,3%,12%,-31
COC(=O)CNC(c1ccccc1)c1cc(Br)ccc1NS(=O)(=O)c1ccc(C)cc1 (configuration not stated),2%,-46%,3%,-2%,?,?
C[C@@H]1C(=O)N(c2ccccc2)[C@@H]1c1ccncc1,.,-25%,.,.,-9%,-17

# Two successive records already listed, quoted:
SMILES,AmpC detergent,AmpC no deterg,Giardia FBPA inh,Sm TGR block,HCV inhibitor,HCMV inh
CCC/C(O)=C1\C(=O)CCCC1=NCCc1c(C)[nH]c2ccccc12,2%,14%,4%,1%,-28%,-28
CC(C)(C)OC(=O)NCc1ccc(CNC(=O)c2nc[nH]c2C(=O)N2CCN(C(=O)OC(C)(C)C)CC2)cc1,-3%,138%[activator],.,-20%,?,-28

# (continued)
SMILES,AmpC detergent,AmpC no deterg,Giardia FBPA inh,Sm TGR block,HCV inhibitor,HCMV inh
CCCCc1c(O)cc(C)[nH]c1=O,-1%,-8%,-5%,5%,5%,19
COc1cc(C2Nc3ccccc3C(=O)N2c2ccccc2)c(Br)cc1OCC(=O)O (configuration not stated),0%,-7%,5%,23%,36%[activator],6
CCc1noc(C)c1C(=O)OCC(=O)c1ccc(OC)c(OC)c1,-13%,1%,.,-12%,-11%,86
Oc1ccccc1/C=N/Nc1nn[nH]n1,-8%,-2%,?,12%,6%,-30
Cc1cc(C)cc(NC(=O)CSc2oc(-c3cccs3)nc2S(=O)(=O)c2ccccc2)c1,9%,.,.,-3%,.,1
O=C(CCc1ccccc1)NNC(=O)CCc1ccccc1,0%,-11%,12%,-22%,-7%,6
COCCN(C(=S)Nc1ccccc1C)C(C)c1ccco1 (configuration not stated),5%,-6%,1%,7%,12%,?
COc1ccc(/C(C)=N/NC(=O)CNC(=O)c2cccnc2)c(OC)c1,-1%,-16%,-8%,-14%,-1%,3
Cc1ccc(CNC(=S)NC2CCC(C(C)(C)C)CC2)cc1 (configuration not stated),1%,-43%,8%,-12%,?,?
Cc1ccc(OCCCCCN2CCOCC2)cc1,-16%,-13%,6%,-15%,15%,9

# The last six compounds of the section above are carried over, then new ones follow.
SMILES,AmpC detergent,AmpC no deterg,Giardia FBPA inh,Sm TGR block,HCV inhibitor,HCMV inh
Cc1cc(C)cc(NC(=O)CSc2oc(-c3cccs3)nc2S(=O)(=O)c2ccccc2)c1,9%,.,.,-3%,.,1
O=C(CCc1ccccc1)NNC(=O)CCc1ccccc1,0%,-11%,12%,-22%,-7%,6
COCCN(C(=S)Nc1ccccc1C)C(C)c1ccco1 (configuration not stated),5%,-6%,1%,7%,12%,?
COc1ccc(/C(C)=N/NC(=O)CNC(=O)c2cccnc2)c(OC)c1,-1%,-16%,-8%,-14%,-1%,3
Cc1ccc(CNC(=S)NC2CCC(C(C)(C)C)CC2)cc1 (configuration not stated),1%,-43%,8%,-12%,?,?
Cc1ccc(OCCCCCN2CCOCC2)cc1,-16%,-13%,6%,-15%,15%,9
CCc1[nH]c(=O)c(C#N)c2c1CCCC2,-1%,-26%,-8%,4%,-7%,0
CCCc1cc(C(=O)Nc2cccnc2)no1,-4%,-3%,-1%,0%,3%,41
COc1ccc(/C=N/NC(=O)c2ccc(CSc3nc(C)cc(C)n3)cc2)cc1O,5%,-1%,-15%,7%,?,-66*
C[C@H](CO)N1C[C@H](C)[C@@H](CN(C)Cc2ccncc2)Oc2c(NC(=O)C3CCCCC3)cccc2C1=O,.,202%[activator],.,.,-19%,-23
COc1cccc(C(=O)Nc2nnc(S(=O)(=O)N(C)Cc3ccccc3)s2)c1,0%,-54%,.,1%,-4%,7
O=C(c1ccncc1)c1nccn1-c1ccccn1,?,-4%,3%,-3%,-13%,41
CCC1=NN(C(=O)Cc2ccc([N+](=O)[O-])cc2)C(O)(c2ccc(Br)cc2)C1 (configuration not stated),-9%,-6%,1%,0%,2%,7
Cc1ccc(OCC(=O)Oc2c(C)cccc2C)cc1C,?,-26%,-4%,11%,7%,46
O=S(=O)(Nc1cccc(-c2cn3cccnc3n2)c1)c1ccc(F)cc1,0%,-46%,1%,-7%,11%,-16
CN1C(C(=O)Nc2ncccn2)=C(O)c2ccccc2S1(=O)=O,-16%,-15%,-22%,0%,17%,-12
CCN(CC)Cc1oc(CO)cc(=O)c1O,-7%,-15%,?,?,9%,-7
CCN(c1cccc(C)c1)S(=O)(=O)c1ccc2[nH]cc(C(=O)NCCCOC)c(=O)c2c1,-9%,.,.,2%,.,-23
CCO[C@H]1OC(C(=O)N2CCN(Cc3ccc4c(c3)OCO4)CC2)=C[C@@H](c2ccc3c(c2)OCO3)[C@@H]1CCCO,9%,208%[activator],-7%,0%,-18%,-13
CCc1ccccc1NC(=O)CCCN1C(=O)C2CC=CCC2C1=O (configuration not stated),5%,0%,.,7%,.,7
O=C(COc1ccc(Cl)cc1)N(Cc1ccc(F)cc1)C1CCS(=O)(=O)C1 (configuration not stated),-8%,52%,-3%,-32%,15%,?
COc1ccc(CCNS(=O)(=O)CCNC(=O)c2ccc3c(c2)OCO3)cc1,-7%,-30%,.,-1%,-3%,-13
CCCCCCCCN1C(=O)N(C)C(N(O)C(=O)NC)C1(C)C (configuration not stated),-6%,168%[activator],.,12%,19%,.
CC(C)(C)SCCNS(=O)(=O)c1ccc(Cl)cc1,?,-11%,-12%,-5%,-5%,3
O=C(N/N=C/c1ccco1)C1COc2ccccc2O1 (configuration not stated),3%,-20%,2%,6%,1%,43
CC(OC(=O)Cc1coc2cc3c(cc12)CCC3)C(=O)NCc1ccc2c(c1)OCO2 (configuration not stated),1%,-10%,5%,-11%,1%,3
N#Cc1c(/N=C/c2ccccc2)oc(-c2ccccc2)c1-c1ccccc1,?,-33%,-29%,3%,?,1

# Screening data deposited in PubChem by National Center for Advancing Translational Sciences (NCATS).
